# CD40 NFkB inh = CD40 pathway inhibition in BL2 cells; BL2 NF-kB luciferase reporter, CD40L-induced, 4 h; AID 1053188; 83,000 compounds, 0.94% hits; inhibition, % at 10 µM;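 active = mean inhibition of at least 50% with a set share of replicates also reaching that level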;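 note: 0% = neutral control wells and 100% = IKK inhibitor VII at 50 µM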
# * = called active by the depositor; [ ] = dose if it differs, or a comment. Some of the compounds tested; rates above refer to the full screens.
SMILES,CD40 NFkB inh
O=C(Cc1ccccc1F)NCC(c1ccco1)N1CCCCC1 (stereo not given),5
CN(C)C(=O)c1cccc(-c2ccc(C3[C@@H]4CN(S(=O)(=O)c5cccc(Cl)c5)C[C@H]3N4)cc2)c1 (stereo not given in full),3[25 µM]
CN(C)c1ccc2c(c1)[C@@H]1C[C@@H](CC(=O)NCc3ccccn3)O[C@@H](CO)[C@@H]1O2,-3[25 µM]
CCOCCCNS(=O)(=O)c1ccc2c(c1)CCN2C(C)=O,9
Cc1ccc(NC(=O)CN2CCCC2c2cccs2)cc1S(=O)(=O)N1CCCCC1 (stereo not given),24
C[C@H]1CN([C@@H](C)CO)C(=O)c2cccc(NC(=O)c3ccncc3)c2O[C@@H]1CN(C)Cc1ccc2c(c1)OCO2,0[25 µM]
CCN(CC(=O)Nc1c(F)cccc1F)C(=O)c1csc2c1CCCC2,7
Cc1cc(NS(=O)(=O)c2ccc3c(c2)OCCO3)no1,-1
CCc1ccc(CCC(=O)Nc2sc3c(c2C#N)CCCC3)o1,3
O=C(CCCCCn1c(=O)[nH]c2ccccc2c1=O)NC1CCCC1,4
O=C(OCC(=O)N1CCOCC1)c1cc(S(=O)(=O)N2CCOCC2)c(Cl)cc1Cl,10
O=C(C[C@H]1CC[C@@H]2[C@H](COC[C@H](O)CN2C(=O)Nc2cccc(F)c2)O1)NCCCN1CCOCC1,-47[25 µM]
O=C(Nc1cc(Cl)ccc1N1CCOCC1)C1=COCCO1,-1
CCOc1ccc(NC(=S)C(C#N)=C2N(C)c3ccccc3N2C)cc1,16
CCCCSc1nnc(CCC)n1N,-2

# Brought forward from above: four compounds; new compounds follow.
SMILES,CD40 NFkB inh
O=C(C[C@H]1CC[C@@H]2[C@H](COC[C@H](O)CN2C(=O)Nc2cccc(F)c2)O1)NCCCN1CCOCC1,-47[25 µM]
O=C(Nc1cc(Cl)ccc1N1CCOCC1)C1=COCCO1,-1
CCOc1ccc(NC(=S)C(C#N)=C2N(C)c3ccccc3N2C)cc1,16
CCCCSc1nnc(CCC)n1N,-2
CCOc1cc(C(N)=O)cc(Br)c1OCc1ccccc1,-7
CN(CC(=O)Nc1cccc(F)c1)C(=O)Cc1n[nH]c(=O)c2ccccc12,18
O=C(c1cc2c(s1)CCCC2)n1cccn1,-12
N#C[C@@H]1[C@H](c2ccc(C#CC3CCCC3)cc2)[C@@H](CO)N1C(=O)c1cccc(F)c1,66*
CO[C@@H]1CN(C)C(=O)c2ccc(NC(C)=O)cc2OC[C@@H](C)N(Cc2cccc(F)c2)C[C@H]1C,-1[25 µM]
C[C@@H]1CN([C@H](C)CO)C(=O)CCCn2nncc2CO[C@H]1CN(C)C(=O)c1ccc(N2CCN(C)CC2)cc1,-2[25 µM]
CC(=O)N1CCc2cc(S(=O)(=O)N3CCc4ccccc4C3)ccc21,14
CCCC/C=C1/CCC(CN(C)C)C1=O (stereo not given),-4
O=C(O)CNS(=O)(=O)c1cc(Cl)c(Cl)cc1Cl,6
O=C(Nc1ccc(F)cc1)N1CCCCN2[C@H](C1)[C@@H](c1ccc(C#CC3CC3)cc1)[C@@H]2CO,21[25 µM]
O=C(NN1C(=O)C2CC=C(Cl)CC2C1=O)c1ccncc1 (stereo not given),0
Clc1ccc(-c2csc(N3CCN(c4ccccc4)CC3)n2)cc1,6
COC(=O)c1sccc1S(=O)(=O)Nc1ccc(N2CCCCC2)cc1,-4
COc1ccccc1/C=C/C(=O)OCC(=O)Nc1ccc2c(c1)OCCO2,-9
O=C(C[C@@H]1CC[C@@H]2[C@H](COC[C@H](O)CN2C(=O)c2ccc(F)cc2)O1)N1CCCCC1,-2[25 µM]
CO[C@@H](CN(C)Cc1nccs1)[C@@H](C)CN([C@H](C)CO)S(=O)(=O)c1ccc(F)cc1,-7[25 µM]
CS(=O)CC(O)(c1ccc(F)cc1)C1CC1 (stereo not given),5
COc1cccc(NC(=O)C[C@H]2CC[C@H]3[C@H](COc4ccc(NC(=O)C5CCCC5)cc4C(=O)N3C)O2)c1,12
O=C(OCC(=O)N(Cc1ccccc1)Cc1ccccc1)c1ccccc1O,-19
CN(c1ccccc1)S(=O)(=O)c1nnc(NC(=O)c2ccco2)s1,14
O=S(=O)(NCCOc1cccc2cccnc12)c1ccc(F)cc1,13
CCOc1ccc2c(ccc(/C=C/c3cc(C)c4cccnc4c3O)[n+]2C)c1,79*
CC(CCc1ccccc1)NC(=O)C(C)OC(=O)c1ccco1 (stereo not given),-9
COc1ccc(-c2ccccc2[C@H]2[C@@H](C#N)N(C(=O)NC(C)C)[C@H]2CO)cc1,9[25 µM]
CC(C)(C)[S@](=O)N1Cc2cc(C(=O)NCCN3CCCC3)nc(-c3cccc(-c4ccc(C#N)cc4)c3)c2[C@@H]1CCO,-7[25 µM]
CCCNC(=O)C[C@H]1CC[C@H]2[C@H](COc3ccc(NC(=O)CC)cc3C(=O)N2C)O1,-7[25 µM]
CCCCn1c(N)c(N(CCOC)C(=O)C2CCN(C(=O)c3ccc(Cl)cc3)CC2)c(=O)[nH]c1=O,5
Cc1ccc(S(=O)(=O)N2CCC(C(=O)NCc3cccnc3)CC2)cc1,5
Cc1cc(SCC(=O)N2CCCC2=O)nc2c(C)cccc12,-16
O=C(O)CCC(=O)Nc1cccc2cccnc12,6
CC(C)NC(=O)NC(=O)COC(=O)c1ccc(NC(=O)CC#N)cc1,8
CN(C)C(=O)c1ccc(-c2ccccc2[C@H]2[C@@H](C#N)N(C(=O)C3CCCCC3)[C@@H]2CO)cc1,-25[25 µM]
Cc1ccc(NC(=O)CCn2cnc3ccccc3c2=O)cc1,-20
Cc1csc(NC(=O)c2nc3nccc(C)n3n2)n1,-37
Cc1cc(C)n(-c2ccc(C(=O)OCC(=O)N3CCN(c4ccccc4)CC3)cc2)n1,7
Cc1cc(C(F)F)n2ncc(C(=O)N3CCCCC3)c2n1,15
CCOC(=O)c1c(C)n(C)c2cc(-c3ccc(F)cc3)c(O)cc12,6
COc1ccc2c3c([nH]c2c1)[C@H](CO)N(C(C)=O)CC31CCN(S(=O)(=O)c2ccccc2)CC1,8[25 µM]
OCCC1CN(Cc2cccn2-c2ccccn2)CCN1Cc1ccccc1 (stereo not given),9
CCc1cnc(N2[C@H](C#N)[C@H](c3ccc(C4=CCCC4)cc3)[C@H]2CO)s1,-3
O=C(Nc1ccc(N2CCN(c3ccccc3)CC2)c(F)c1)C1CC1,2
CCOC(=O)c1ccc2c(c1)N(CC#N)C(=O)C(C)(C)O2,-4
Fc1ccc(-c2cc(C(F)(F)F)n3ncnc3n2)cc1,1
Cc1c(Cl)c([N+](=O)[O-])nn1CCCC(=O)O,17
CCOc1ccc2nc(SCC(=O)N(CC(C)C)c3c(N)n(Cc4ccccc4)c(=O)[nH]c3=O)[nH]c2c1,9

# 6 structures from above, arranged by number of heavy atoms, rising.
SMILES,CD40 NFkB inh
O=C(O)CNS(=O)(=O)c1cc(Cl)c(Cl)cc1Cl,6
CCOc1cc(C(N)=O)cc(Br)c1OCc1ccccc1,-7
CC(CCc1ccccc1)NC(=O)C(C)OC(=O)c1ccco1 (stereo not given),-9
Clc1ccc(-c2csc(N3CCN(c4ccccc4)CC3)n2)cc1,6
CC(C)NC(=O)NC(=O)COC(=O)c1ccc(NC(=O)CC#N)cc1,8
O=C(C[C@@H]1CC[C@@H]2[C@H](COC[C@H](O)CN2C(=O)c2ccc(F)cc2)O1)N1CCCCC1,-2[25 µM]

# More results follow.
SMILES,CD40 NFkB inh
COC(=O)Nc1ccc(SCC(=O)c2ccc(Cl)cc2)cc1,2
CC(=O)Nc1nc2ccccc2n1Cc1ccc(C)cc1,-2
C[C@@H]1CCCCO[C@H](CN(C)Cc2ccncc2)[C@H](C)CN([C@@H](C)CO)C(=O)c2cc(NC(=O)c3ccccc3)ccc2O1,8
COC(=O)[C@@H]1[C@@H](CO)[C@@H]2Cn3c(ccc(-c4ccccc4F)c3=O)[C@@H]2N1C(=O)CC1CC1,2[25 µM]
Cc1nc(N2CCOCC2)c(C#N)c2c1COC(C)(C)C2,0
COc1cccc(C#Cc2ccc([C@@H]3[C@@H](CO)N4C(=O)CN(C(=O)Cc5cccnc5)C[C@@H]34)cc2)c1,8[25 µM]
CC(C)COCC(CN(Cc1ccccc1)c1ccccc1)N1CCCC1 (stereo not given),-30
Cc1noc(C)c1NC(=O)N(C)C[C@H]1OCCCC[C@@H](C)Oc2ccc(NC(=O)Cc3ccccc3)cc2C(=O)N([C@@H](C)CO)C[C@@H]1C,11
CN1CCN(S(=O)(=O)c2ccc(N(C)Cc3cccs3)nc2)CC1,14
O=C1C2CCCN2C(=O)N1CCN1CCN(CCO)CC1 (stereo not given),16
COc1ccccc1C(=O)Nc1ccc2c(c1)C(=O)N(C)C[C@@H](OC)[C@H](C)CN(C(C)=O)[C@H](C)CO2,-10[25 µM]
CCc1csc(N2[C@H](CO)[C@@H](c3ccc(-c4ccc(F)cc4)cc3)[C@@H]2C#N)n1,8
Nc1ccc(-n2nnnc2-c2ccco2)cc1,1
C[C@@H](O)C#Cc1ccc([C@H]2[C@@H](CO)N3CCCCN(C(=O)c4ccc5c(c4)OCO5)C[C@@H]23)cc1,10[25 µM]
O=C(Cn1cnc2nc3n(c2c1=O)CCC3)NCc1ccccc1,-2
COc1cccc2c1OC1(C)CC2NC(=O)N1 (stereo not given),8
CC(=O)c1cccc(-c2cnc3c(NC=O)cc(-c4cccc(C(=O)N(C)C)c4)cn23)c1,-4
Fc1cccc(CN2C[C@@H]3N[C@H](C2)[C@@H]3c2ccc(-c3cccc(F)c3)cc2)c1,38
COc1ccc(S(=O)(=O)Nc2ccc3c(c2)C(=O)N([C@@H](C)CO)C[C@H](C)[C@H](CN(C)Cc2ccncc2)OCCCC[C@H](C)O3)cc1,3
Cc1[nH]c2ccccc2c1CC(=O)O,-4
Cc1c(C(=O)O)cccc1[N+](=O)[O-],3
CCC(NC(=O)Nc1cc(OC)c(OC)c(OC)c1)(C(F)(F)F)C(F)(F)F,3
CC(Cc1cccs1)NC(=O)Nc1ccccc1 (stereo not given),-21
Cc1ccc(S(=O)(=O)N[C@@H]2CC[C@@H](CCNC(=O)C3CCCC3)O[C@H]2CO)cc1,5
CS(=O)(=O)N1C[C@@H]2C(c3ccc(Br)cc3)[C@H](C1)N2CC(F)(F)F (stereo not given in full),2
CC(=O)Nc1cccc(N(C)S(C)(=O)=O)c1,6
CN1C(=O)c2cc(NC(=O)c3ccc4c(c3)OCO4)ccc2OC[C@@H]2O[C@@H](CC(=O)O)CC[C@H]21,7[25 µM]
Cc1ccc(OC(C)C(=O)Nc2ccccc2C(=O)N2CCN(C)CC2)cc1 (stereo not given),3
CC(C)C#Cc1ccc([C@H]2[C@@H](C#N)N(C(=O)c3ccccn3)[C@@H]2CO)cc1,-11[25 µM]
COc1cc(C(C)=O)ccc1OCC(O)CN1CCN(c2ccccc2)CC1 (stereo not given),11

# Additional structures
mol | CD40 NFkB inh
Cc1cc(-c2ccc(S(=O)(=O)N3CCN(C)CC3)s2)on1 | 4
c1ccc2c(c1)nnn2Cn1nnc2ccccc21 | -7
N#Cc1ccccc1NC(=O)CNc1cc(S(=O)(=O)N2CCOCC2)ccc1NCC1CCCO1 (stereo not given) | -41
CC(=O)Nc1nc(-c2cc([N+](=O)[O-])cs2)cs1 | -2
C[C@H](NC(=O)C[C@@H]1CC[C@@H]2[C@H](COC[C@@H](O)CN2C(=O)Nc2cccc(Cl)c2)O1)c1ccccc1 | 30[25 µM]
Cc1[nH]c2c(C)cccc2c(=O)c1Br | 11
COc1ccccc1C#Cc1ccc([C@H]2[C@@H](CO)N(C(=O)C3CCCCC3)[C@H]2C#N)cc1 | 39
COc1cccc(CN2[C@H](CO)[C@@H]3c4ccccc4N(C(=O)c4cccnc4)C[C@@H]32)c1 | 4
COc1cccc(S(=O)(=O)N2C[C@@H](O)COC[C@H]3O[C@@H](CC(=O)NCCCN4CCOCC4)CC[C@@H]32)c1 | -10[25 µM]
COc1cccc(NC(=O)N2CC[C@@H]3[C@@H](CO)N(C)c4ccc(-c5cccc(F)c5)cc4[C@@H]32)c1 | -1
CCOc1ccccc1NC(=O)C1CCCN1C(=O)c1cccs1 (stereo not given) | 4
COc1cc(C(=O)N2CCN(S(=O)(=O)c3ccc(C)cc3C)CC2)ccc1OCC(=O)N1CCOCC1 | -1
C[C@@H](C(=O)N1CCN(c2ccccc2)CC1)N1C(=O)C2CC=CCC2C1=O (stereo not given in full) | 3
Cc1ccc(S(=O)(=O)NCCC(=O)NC2CCCCCC2)cc1 | 2
COc1ccc(-c2ccc([C@@H]3[C@H](CO)N4CCCCN(C(=O)c5ccc(F)cc5)C[C@@H]34)cc2)cc1 | -12[25 µM]
COCC(=O)N1[C@H](CO)[C@H](c2ccc(C3=CCCCC3)cc2)[C@@H]1C#N | -21
CCN(CC)C(=O)Nc1ccc(C(=O)OC)cc1 | -26
O=S(=O)(Nc1ccc(Cl)cn1)c1cccc(S(=O)(=O)c2ccccc2)c1 | -1
C[C@H]1CC(=O)N[C@@H](c2ccccc2)C/C=C\C[C@H](c2ccccc2)NC1=O | 10[25 µM]
CC(=O)c1cnc2c(C(=O)O)cnn2c1C | 12
CC(=O)NC1=NN(C(C)=O)C(c2ccc(F)cc2)S1 (stereo not given) | -9
c1ccc2c(c1)CCCN2c1nc2ccccc2n2cnnc12 | -76
O=C(Nc1cccc(OC(F)(F)F)c1)C1Cc2c(-c3ccco3)ccnc2O1 (stereo not given) | 9
CCCOC(=O)C(C)n1cnc2sc(C)c(C)c2c1=O (stereo not given) | -2
CC(C)NC(=O)Nc1ccc2c(c1)C(=O)N([C@@H](C)CO)C[C@H](C)[C@H](CN(C)C(=O)c1ccncc1)OCCCC[C@H](C)O2 | -6
Cc1nccn1CCCNC(=O)C1CCC(=O)N(Cc2ccccc2F)C1 (stereo not given) | 1

# Part of the list above, field by field.
> CC(C)NC(=O)Nc1ccc2c(c1)C(=O)N([C@@H](C)CO)C[C@H](C)[C@H](CN(C)C(=O)c1ccncc1)OCCCC[C@H](C)O2
  CD40 NFkB inh: -6

> O=S(=O)(Nc1ccc(Cl)cn1)c1cccc(S(=O)(=O)c2ccccc2)c1
  CD40 NFkB inh: -1

# Assay outcomes as filed in PubChem BioAssay.
